Screening results: PubChem, several laboratories
FAS TE block: inhibitors of human fatty acid synthase thioesterase domain | P49327 | recombinant FAS-TE, OMFH fluorogenic substrate, fluorescence endpoint | inhibition, % at 15 µM | hit rate 0.67% among 360,000 | AID 602261;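 active means compounds whose normalised, plate-corrected inhibition of enzyme fluorescence in the single-dose primary screen is 50% or more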;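 further: 0% = DMSO with enzyme and 100% = substrate without enzyme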
MsrA inhibitor: inhibits bovine methionine sulfoxide reductase A. purified bovine MsrA, absorbance read-out. hit rate 0.75% among 360,000. AID 651718. inhibition, % at 15.5 µM; in the data active means inhibition above about 4.5%;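 further: 0% = vehicle wells with enzyme and 100% = reference inhibitor wells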
Rin1-Abl PPI inh: blocks binding of human Rin1 to Abl. P00519+Q13671. TR-FRET Rin1/Abl binding, biochemical. inhibition, % at 7.35 µM. hit rate 0.4% among 360,000; in the data active means inhibition above about 5%, passing the limit was not always enough
SKN-1 block: blocks SKN-1 activity in C. elegans. inhibition, % at 21.8 µM. hit rate 0.49% among 360,000. C. elegans VP596 Pgst-4::GFP/RFP ratio, acrylamide-induced, 24 h;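 active means interference check ratio from 0.5 to 1.5 plus GFP to RFP signal ratio inhibition reaching or exceeding a fixed threshold, cut at about 30% in these data, passing the limit was not always enough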; further: some compounds called inactive have numbers as strong as hits
E coli Lon inh: E. coli protease La inhibition. inhibition, % at 7.94 µM. purified E. coli Lon protease, fluorescence polarization. hit rate 0.42% among 360,000; in the data active means inhibition above about 13%, passing the limit was not always enough;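 further: 0% = enzyme with probe and DMSO and 100% = no enzyme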
bovine MsrA act: bovine methionine sulfoxide reductase A activation; activation, % at 10.6 µM; hit rate 0.3% among 360,000; purified bovine MsrA, absorbance read-out; AID 602163; in the data active means activation above about 7.5%;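 further: 0% = vehicle and 100% = reference activator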
Neddylation inh: cullin neddylation inhibition; P61081+Q13564; TR-FRET cullin neddylation, biochemical; calls only at 25 µM; hit rate 0.58% among 360,000; AID 651699; in the data active means inhibition above about 36%
MT1-MMP act inh: blocks activation of human MT1-MMP | P50281 | HT1080 RFP-PRO-GFP cells, GFP/RFP ratio fluorescence, overnight; percent of plate control window, DMSO zero | GFP/RFP ratio change, % at 20 µM | hit rate 0.061% among 360,000 | AID 651647;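 active means GFP/RFP ratio change of at least 30% with cell ATP level not reduced by more than half and red fluorescence within 50% of control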; further: strong numbers were not always called active
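Material – HT1080 RFP-PRO-GFP cells · Control set – DMSO wells and RFP-L50D-GFP cells · Incubation – overnight cell settling, then overnight compound exposure, 37 °C, 5% CO2 · Compound dosing – single-point 20 µM compound, 1% DMSO · Read-out – GFP/RFP fluorescence ratio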
NRP1-CendR mod: alters CendR peptide binding to human NRP-1; O14786; FAM-RPARPAR peptide binding to NRP-1, fluorescence polarization; inhibition, % at 25 µM; hit rate 0.85% among 360,000; AID 602438;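 active means inhibition or corrected inhibition above about 18%, plus a signal ratio from 0.5 to 1.5, limit read from the data, passing the limit was not always enough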; further: strong numbers were not always called active
Numbers without * were called inactive; i = inactive; · = not tested or not shown; + = active, no number.

SMILES	FAS TE block	MsrA inhibitor	Rin1-Abl PPI inh	SKN-1 block	E coli Lon inh	bovine MsrA act	Neddylation inh	MT1-MMP act inh	NRP1-CendR mod
Cc1ccc(S(=O)(=O)NCC(=O)OCC(=O)c2cc(C)n(-c3ccccc3)c2C)cc1	19	-0.8	2	3	-8	-3	i	9	-1
Cc1ccc(OCCC(=O)OCC(=O)Nc2cc(S(=O)(=O)N(C)C)ccc2C)cc1	4	0.0	6	-12	-1	0	i	0	3
O=C1NC(=S)N/C1=C/c1cc([N+](=O)[O-])ccc1N1CCOCC1	4	5.0*	-7	-5	0	-4	i	-1	-13
CCNc1ccc(C(=O)OCC(=O)NCCN2C(=O)CSC2=O)cc1[N+](=O)[O-]	-6	-1.8	-11	-5	-6	-15	i	5	20
COC(=O)N/N=C(\C)c1ccc(C)c([N+](=O)[O-])c1	-8	0.8	2	-1	-10	-7	i	1	9
O=S1(=O)C=C(SCc2cccc(Cl)c2)Nc2ccccc21	2	-0.1	0	22	-7	-3	i	-3	-10
CCOC(=O)c1cc(C(=O)OCC)cc(-n2c(C)cc(C(=O)CN3CCOCC3)c2C)c1	0	0.0	-2	-18	-6	2	i	-4	8
NC(=O)c1ccccc1NS(=O)(=O)c1ccc(S(=O)(=O)N2CCCC2)cc1	-7	0.3	0	9	-8	0	i	4	-2
COc1ccc(NC(=S)NC(=O)CC(C)C)c(OC)c1	0	0.9	1	5	-5	-2	i	-7	-3
COc1ccc(CCNC(=O)CSc2cc(=O)[nH]c(N)n2)cc1OC	-6	-1.0	-2	7	-5	-3	i	7	3
CCOc1ccc(CCNC(=O)C2CCCN(c3ncnc4c3nc3n4CCCCC3)C2)cc1 (stereo not drawn)	10	0.3	3	2	7	0	i	0	4
COc1ccccc1/C=N/OCc1ccc(C#N)cc1	16	0.5	1	0	8	-12	i	-1	-1
Cc1ccc(CNC(=O)C(NS(=O)(=O)c2ccc3nc(C)sc3c2)C(C)C)cc1 (stereo not drawn)	4	-0.4	-1	-12	-7	-1	i	-4	-3
CC(C)C1=C2OC(N)=C(C#N)C(C#N)=C2C(C)CC1 (stereo not drawn)	-1	-0.6	2	-3	7	0	i	-29	-20
Cc1cc(C)c(C#N)c(SCC(=O)c2cccs2)n1	41	1.0	-5	11	6	-1	i	-1	4
COc1ccc(-n2cnnc2SCc2ncc(-c3ccccc3)o2)cc1	-1	-0.4	1	-9	-2	-7	i	0	-8
CN(C)CCCN(C(=O)c1ccc(S(=O)(=O)N2CCc3ccccc32)cc1)c1nc2ccc(Cl)cc2s1	-35	2.1	2	-4	-9	-1	i	1	6
CCCNC(=O)N[C@H]1C=C[C@H](CC(=O)NC2CCCCC2)O[C@@H]1CO	·	0.4	·	6	·	·	i	3	-18
CC1(C)OC(=O)C(=NNc2ccc(C(=O)O)cc2)C(=O)O1	-6	4.8*	0	15	-7	-5	i	1	2
COc1ccc(N2CC(O)=C(c3nc(-c4ccc(F)cc4)cs3)C2=N)cc1Cl	-3	-1.7	-1	17	-3	0	i	-2	-5
O=C(CSc1ncnc2sccc12)Nc1ccc(S(=O)(=O)N2CCOCC2)cc1	4	-1.6	-1	-8	-13	-3	i	3	-4
O=C1C2(c3ccccc3)CN(CCCO)CC1(c1ccccc1)CN(CCCO)C2	-9	2.2	3	-4	-1	3	i	2	8
O=C(NCCNCCO)c1c(O)c2cccc3c2n(c1=O)CCC3	-5	0.3	2	-6	6	-7	i	-3	-13
COc1ccc(S(=O)(=O)Nc2c(NC3CCCCC3)c3ccccc3oc2=O)cc1OC	-4	-0.3	-1	19	-6	-2	+	-3	14
COc1cccc(OCc2nc3c4cnn(-c5ccccc5)c4ncn3n2)c1	2	-0.7	-1	8	-5	-5	i	1	0
CCCCOc1ccc(N2C(=O)CC(NCc3ccncc3)C2=O)cc1 (stereo not drawn)	0	2.0	-2	9	-2	-4	i	-6	16
O=C1CCCCN1CCCC(=O)N1CCCC(Nc2ccccc2)C1 (stereo not drawn)	-3	-0.3	4	-7	9	-13	i	·	-11
COC(C(=O)Nc1ccc(Cl)cc1C)c1ccccc1 (stereo not drawn)	-13	0.8	-5	3	-1	-4	i	1	5
CCOC(=O)C(=Cc1ccc(OCc2ccc([N+](=O)[O-])cc2)c(OC)c1)C(=O)OCC	5	0.6	1	-21	1	0	i	-22	-10
CCOC(=O)COc1nc(C)c(Br)c(OC)n1	-10	-1.1	0	0	-10	-4	i	-4	8
O=C(C(=O)N1CCCC1)c1c[nH]c2ccccc12	-6	1.3	0	9	-6	3	i	1	-14
Cc1cc(=O)oc2c(C)c(OCC(=O)NCC3CCC(C(=O)O)CC3)ccc12 (stereo not drawn)	-4	1.1	-1	16	-13	1	i	2	4
S=C1NCN(Cc2ccccc2)CN1	-6	-0.1	-5	6	7	-1	i	4	20
Cc1cccc2sc(NC(=O)Cn3c(C)csc3=O)nc12	-1	-0.5	-1	25	3	-1	i	2	-14
CCOC(=O)/C(=C/Nc1ccc(F)c(F)c1)[N+](=O)[O-]	-4	·	4	9	1	-2	i	3	-2
CCN(CC1CCCO1)C(=O)CCc1nnc(CCc2ccccc2)o1 (stereo not drawn)	-3	0.1	-3	-2	-14	1	i	-2	-10
NC1=C(Cl)C(=O)c2ccccc2C1=O	1	-1.2	-10	19	-6	18*	i	2	27*
CN1C(=O)[C@H]2[C@@H](/C=C/c3ccccc3)N3C(=O)CN(Cc4ccccn4)C(=O)[C@@]3(Cc3ccccc3)[C@H]2C1=O	-10	-0.6	3	14	-1	-1	i	-5	29*
COc1ccc(C[C@H]2CN3C(=NC[C@@H]3Cc3ccccc3)N2CCNC(=O)c2ccc(C)c(Br)c2)cc1	-36	·	2	-18	2	-2	i	0	1
O=C(COc1cc(Cl)c(Cl)cc1Cl)NC(=O)Nc1ccc2c(c1)OCCO2	-2	0.3	-3	0	1	-2	i	5	2
Cc1cccc(C)c1NC(=O)c1ccc(-c2cc(F)ccc2F)o1	16	0.5	-3	-5	6	-3	i	-1	-6
O=C(CNc1ccccc1)N/N=C/c1cn(-c2ccccc2)nc1-c1ccccc1	-4	0.5	-3	4	4	-3	i	-2	-15
C#CCOCCOCCOCCNc1nc(N2CCN(C(=O)CCCCCCCCCCNC(=O)[C@H](CO)n3cc(CCCSC)nn3)CC2)nc(N2CCN(C(=O)CCCCCCCCCCNC(=O)[C@H](CO)n3cc(CCCSC)nn3)CC2)n1	-16	-0.2	10	11	12	0	i	9	14
CC(=O)c1c(C)[nH]c(C(=O)OCC(=O)Nc2sc3c(c2C#N)CCC(C)C3)c1C (stereo not drawn)	4	-1.3	·	7	·	·	i	1	-16
O=C(Nn1c(-c2ccc(F)cc2)nc2ccccc2c1=O)C1CCCCC1	-7	-0.4	1	0	-9	-4	i	6	10
CCSc1nsc(NC(=O)Nc2cccc(C(C)=O)c2)n1	-2	0.9	-2	26	1	0	i	-4	21
Cc1ccc2nc(-c3ccccc3O)c(Nc3ccc4c(c3)OCCO4)n2c1	35	0.6	3	0	7	-2	·	4	-2
CC(=O)Nc1c(C(=O)N2CCCCCC2)cnn1-c1ccccc1Cl	-9	-1.2	5	6	-2	-2	i	-3	0

4 structures already listed, arranged by length of the SMILES, ascending.
SMILES	FAS TE block	MsrA inhibitor	Rin1-Abl PPI inh	SKN-1 block	E coli Lon inh	bovine MsrA act	Neddylation inh	MT1-MMP act inh	NRP1-CendR mod
Cc1cccc(C)c1NC(=O)c1ccc(-c2cc(F)ccc2F)o1	16	0.5	-3	-5	6	-3	i	-1	-6
O=C(Nn1c(-c2ccc(F)cc2)nc2ccccc2c1=O)C1CCCCC1	-7	-0.4	1	0	-9	-4	i	6	10
COc1ccc(C[C@H]2CN3C(=NC[C@@H]3Cc3ccccc3)N2CCNC(=O)c2ccc(C)c(Br)c2)cc1	-36	·	2	-18	2	-2	i	0	1
CN1C(=O)[C@H]2[C@@H](/C=C/c3ccccc3)N3C(=O)CN(Cc4ccccn4)C(=O)[C@@]3(Cc3ccccc3)[C@H]2C1=O	-10	-0.6	3	14	-1	-1	i	-5	29*

(listing goes on)
SMILES	FAS TE block	MsrA inhibitor	Rin1-Abl PPI inh	SKN-1 block	E coli Lon inh	bovine MsrA act	Neddylation inh	MT1-MMP act inh	NRP1-CendR mod
CN(C)c1cc[n+](Cc2c(Cl)cccc2Cl)cc1	-1	-0.3	0	4	-6	1	i	-2	7
COc1cc(C2/C(=C(\O)c3ccc4c(c3)OCCO4)C(=O)C(=O)N2CCN2CCOCC2)cc(OC)c1OC (stereo not drawn)	-3	2.4	4	-17	-8	-9	i	-2	1
COC(=O)CNC(=O)Cn1nc(C)c([N+](=O)[O-])c1C	-9	1.9	3	5	-1	-4	i	3	-15
O=C(CN1CCN(c2ncc(C(F)(F)F)cc2Cl)CC1)N1CCN(c2ncc(C(F)(F)F)cc2Cl)CC1	18	-0.5	2	17	-9	1	i	-17	-15
O=C(C1CCCO1)N1N=C(c2ccc(Br)cc2)CC1c1ccco1 (stereo not drawn)	19	0.5	-4	-8	-17	-3	i	-7	-11
Cc1cc(C)nc(SCCC(=O)Nc2ccc(F)cc2)n1	-3	-0.7	-1	-6	-11	-8	i	2	2
Cc1cc(NC(=O)CCC(=O)NNC(=O)c2ccc(C(C)(C)C)cc2)no1	-10	1.0	0	-18	2	-13	i	4	36*
COc1ccc(/C=N/Nc2ncc(C(F)(F)F)cc2Cl)c(OC)c1OC	-1	1.1	0	10	-7	-5	i	4	-5
CC(C)CC(=O)NNC(=O)c1ccc(Cl)cc1	-4	1.2	2	3	-4	-14	i	1	-6
CCCCC(O)(CCCC)C(=O)NN(C(=O)CCl)c1ccccc1	-8	0.3	2	-11	-3	-7	i	-4	-2
CCN(c1ccccc1)S(=O)(=O)c1ccc(Cl)c(NC(=O)COC(=O)C2CC2C)c1 (stereo not drawn)	11	-0.2	0	-4	-12	-1	i	0	3
CC(=O)N1CCOc2cc(S(=O)(=O)N3CCN(c4ccccc4)CC3)c(Cl)cc21	50	0.3	0	-10	-1	-3	i	-4	0
CCOC(=O)COc1cccc2c(=O)n(CC(=O)NCCc3ccccc3)ccc12	-5	1.0	2	-6	-1	-2	i	11	0
O=C(COc1ccc(F)cc1)Nc1nnc(C2CCCCC2)s1	-2	1.3	1	5	13	-6	i	0	-2
CC(NC(=O)CCC(=O)NC(C)C1COc2ccccc2O1)C1COc2ccccc2O1 (stereo not drawn)	4	·	-4	1	-3	-2	i	2	14
COC(=O)C1Cc2ccccc2CN1S(=O)(=O)c1ccc(F)cc1 (stereo not drawn)	4	-0.9	0	14	6	-1	i	-3	-6
COc1ccc2c(c1)C1=NN(/C(C)=C/C(C)=O)C(c3cccc(F)c3)C1CC2 (stereo not drawn)	25	0.0	-3	24	-12	-2	i	-7	-10
CC(CN1CCN(C)CC1)OC(=O)c1cccc(Cl)c1 (stereo not drawn)	-6	0.2	0	5	-9	-3	i	-1	3
CC1CC(C)CN(C(=O)c2cccc(S(=O)(=O)Nc3cc(C(F)(F)F)ccc3Cl)c2)C1 (stereo not drawn)	9	-1.4	2	5	-5	-1	i	3	5
Cc1ccc(S(=O)(=O)N(C(=O)c2ccncc2)c2ccc(OC(=O)c3ccncc3)cc2)c(C)c1	19	-0.3	1	-5	8	-1	i	2	-3
COc1ccc(N(CC(=O)NCCSc2ccccn2)S(=O)(=O)c2ccccc2)c(OC)c1	4	-1.5	1	3	10	0	i	-4	11
CCOC(=O)C1(CCOc2ccccc2)CCN(Cc2cccc3c2OCO3)CC1	14	0.6	-2	4	13	-1	i	-2	0
CC1CCCC(NC(=O)COC(=O)COc2ccccc2Cl)C1C (stereo not drawn)	-4	-0.2	3	4	-6	-3	i	0	17
CC(C)(C)S(=O)(=O)N1Cc2cc(=O)n(Cc3ccccc3)c(CCO)c2[C@H]1CCO	-9	0.3	3	-12	-3	-8	i	-3	-22
